Bcl-XL Bim block – disrupts Bim peptide binding to human Bcl-XL; inhibition, % at 10 µM; bead flow cytometry, fluorescence; Q07817; hit rate 0.04% among 190,000
Target sequence (Q07817 whole entry, looked up): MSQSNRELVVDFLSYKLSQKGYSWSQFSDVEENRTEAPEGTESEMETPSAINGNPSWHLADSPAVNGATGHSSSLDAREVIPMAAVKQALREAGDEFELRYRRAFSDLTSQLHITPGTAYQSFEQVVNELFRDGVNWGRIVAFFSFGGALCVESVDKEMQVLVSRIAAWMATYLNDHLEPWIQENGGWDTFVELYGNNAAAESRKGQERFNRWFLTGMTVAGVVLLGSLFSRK
Avidin fluor – compound fluoresces at 488/530 nm on avidin beads; hit rate 0.38% among 220,000; compound fluorescence 488/530 nm, flow cytometry; stronger effect = higher value; fluorescence (KMESF) at 10 µM; in the data active means fluorescence above about 47; further: inactives centre near 10
Bim-Bcl-2 – inhibitors of Bim-Bcl-2 interaction, human; P10415; Bead-based flow cytometry, Bim peptide-Bcl-2 binding; inhibition, % at 10 µM; hit rate 0.06% among 190,000; in the data active means inhibition above about 40%; inconclusive means no clear call, values can overlap the other calls;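 further: 0% = no compound wells with probe peptide and 100% = reference peptide inhibitor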
Bfl-1 Bim block – disrupts Bim binding to human Bfl-1; hit rate 0.12% among 190,000; Bead-based flow cytometry, Bim-Bfl-1 binding inhibition; AID 1008; inhibition, % at 10 µM;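 further: 0% = wells without compound plus tracer and 100% = blocker peptide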
Bim-Bcl-W – inhibitors of Bim-Bcl-W interaction, human | Q92843 | bead-based flow cytometry, Bim peptide-Bcl-W binding | hit rate 0.02% among 190,000 | inhibition, % at 10 µM | AID 952;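 further: 0% = bound tracer without compound and 100% = peptide blocker; higher means less fluorescent Bim peptide bound to Bcl-W beads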
Target sequence (Q92843 whole entry, looked up): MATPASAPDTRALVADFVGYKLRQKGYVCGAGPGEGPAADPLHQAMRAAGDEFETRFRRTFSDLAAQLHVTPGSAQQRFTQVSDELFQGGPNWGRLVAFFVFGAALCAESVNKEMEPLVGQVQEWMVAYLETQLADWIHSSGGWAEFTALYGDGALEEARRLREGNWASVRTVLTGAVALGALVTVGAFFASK
RGS4-Gao reg – human RGS4-Galphao interaction regulation. Multiplexed bead flow cytometry, RGS4-Galphao binding; actives lie on both sides. AID 1415. binding response (% of control), % at 10 µM. hit rate 0.33% among 220,000. P09471; in the data active means binding response below about 49% or above about 150%; inactive means in between;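 further: fluorescent Galphao activated with aluminum fluoride binding bead-coupled RGS4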
Target sequence (P09471 whole entry, looked up): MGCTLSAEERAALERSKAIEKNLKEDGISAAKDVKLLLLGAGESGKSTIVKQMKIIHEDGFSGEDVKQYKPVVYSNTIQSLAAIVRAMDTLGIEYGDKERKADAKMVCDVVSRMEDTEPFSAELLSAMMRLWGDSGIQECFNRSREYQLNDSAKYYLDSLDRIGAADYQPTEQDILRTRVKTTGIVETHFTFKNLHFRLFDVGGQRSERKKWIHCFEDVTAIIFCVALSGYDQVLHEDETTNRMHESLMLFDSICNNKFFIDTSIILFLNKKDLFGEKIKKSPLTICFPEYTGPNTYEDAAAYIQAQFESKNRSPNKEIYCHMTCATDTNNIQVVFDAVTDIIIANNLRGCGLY
GSH bead fluor – GSH bead compound fluorescence profile. hit rate 0.25% among 190,000. fluorescence (KMESF) at 10 µM. GSH beads flow cytometry, compound fluorescence 488/530 nm; stronger effect = higher value. AID 1776; in the data active means fluorescence above about 89;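 further: glutathione beads carrying GST-tagged Bcl family fusion proteins plus one bare bead set; values are compound well signal with DMSO vehicle wells as background; inactives centre near 16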
RGS7-Gao – modulates binding of RGS7 to human Galphao; P09471; Multiplexed bead flow cytometry; actives lie on both sides; binding response (% of control), % at 10 µM; hit rate 0.35% among 220,000; in the data active means binding response below about 49% or above about 150%; inconclusive means no clear call, values can overlap the other calls; inactive means in between;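 further: fluorescent Galphao held in activated GDP-AlF4 state binding bead-coupled RGS7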
Bim-Bcl-B – human Bim-Bcl-B interaction inhibition | Q9HD36 | bead-based flow cytometry, Bim peptide-Bcl-B binding | inhibition, % at 10 µM | hit rate 0.073% among 190,000;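 further: 0% = tracer peptide without compound and 100% = reference inhibitor peptide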
Target sequence (Q9HD36 whole entry, looked up): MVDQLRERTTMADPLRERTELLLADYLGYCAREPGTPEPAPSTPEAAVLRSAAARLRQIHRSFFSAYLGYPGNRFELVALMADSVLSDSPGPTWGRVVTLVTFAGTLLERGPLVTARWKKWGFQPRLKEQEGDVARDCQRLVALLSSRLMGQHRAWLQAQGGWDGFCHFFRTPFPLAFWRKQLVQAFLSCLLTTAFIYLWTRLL
ABCB1 block – human ABCB1 inhibition, ABCG2 as counter-screen. P08183. CCRF-Adr cells, JC-1 efflux, flow cytometry. inhibition, % at 6.6 µM. hit rate 0.067% among 190,000. AID 1326; in the data active means inhibition above about 40%;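 further: 0% = vehicle and 100% = reference inhibitor; higher value means more JC-1 retained so stronger ABCB1 efflux block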
ABCG2 inh – inhibitors of human ABCG2 transporter, ABCB1 counter-screen. IgMXP3 cells, JC-1 efflux, flow cytometry. hit rate 0.1% among 190,000. inhibition, % at 6.6 µM. AID 1325. Q9UNQ0;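 active means inhibition above 80%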;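 further: 0% = DMSO and 100% = nicardipine control wells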
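Test system: IgMXP3 cells (ABCG2) mixed with DDAO far-red-labelled CCRF-Adr cells (ABCB1). Reagent: JC-1 transporter substrate. Compound dosing: single test compound dose, 6.6 µM final. Times: 10 min compound exposure, 25 °C. Detection: flow cytometry of retained JC-1 fluorescence. Read-out basis: efflux inhibition in percent versus controls. Controls: nicardipine and DMSO wells.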
Starred values were filed as active, the others as inactive; ? = inconclusive. Unless noted, no stated cut-off is given here; in the data, active means inhibition above about 40%.

mol,Bcl-XL Bim block,Avidin fluor,Bim-Bcl-2,Bfl-1 Bim block,Bim-Bcl-W,RGS4-Gao reg,GSH bead fluor,RGS7-Gao,Bim-Bcl-B,ABCB1 block,ABCG2 inh
CCO[C@@H]1OC(C(=O)Nc2ccccc2)=C[C@H](C2CC2)[C@H]1CCCO,0,4,-1,-3,0,103,22,97,-5,0.5,1
CCCCC(NC(=O)c1ccc(Cl)cc1)C(=O)O (stereo not given),-4,17,-10,-7,-2,102,27,102,-4,0.7,2
CC(=O)Nc1ccc(/C=N/NC(=O)c2cc3cc(C)ccc3nc2C)cc1,2,8,-8,-10,2,98,11,94,0,0.1,0
O=C1C2C3C=CC(CC3)C2C(=O)N1/N=C/c1ccco1 (stereo not given),-3,11,0,-4,-2,108,13,100,-6,1.3,5
CC(C)=CC(=O)Nc1nnc(-c2ccccc2)s1,-2,20,-3,0,-1,101,16,104,-2,0.2,0
CC(C)C(NC(=O)OCc1ccccc1)C(=O)OCC(=O)N1CCCCC1 (stereo not given),-3,37,-8,-13,0,102,23,100,-5,0.9,13
Cn1cnnc1SCc1ccc(C(=O)NN)cc1,-4,10,0,-2,0,103,15,?,0,1.8,7
O=C(Nn1cnnc1)c1ccccc1CCc1ccccc1,-3,12,-4,-1,-1,90,28,91,0,0.5,6

Reprinted at random: two entries already listed.
mol,Bcl-XL Bim block,Avidin fluor,Bim-Bcl-2,Bfl-1 Bim block,Bim-Bcl-W,RGS4-Gao reg,GSH bead fluor,RGS7-Gao,Bim-Bcl-B,ABCB1 block,ABCG2 inh
CC(C)=CC(=O)Nc1nnc(-c2ccccc2)s1,-2,20,-3,0,-1,101,16,104,-2,0.2,0
O=C(Nn1cnnc1)c1ccccc1CCc1ccccc1,-3,12,-4,-1,-1,90,28,91,0,0.5,6

Next part
mol,Bcl-XL Bim block,Avidin fluor,Bim-Bcl-2,Bfl-1 Bim block,Bim-Bcl-W,RGS4-Gao reg,GSH bead fluor,RGS7-Gao,Bim-Bcl-B,ABCB1 block,ABCG2 inh
COC(=O)c1[nH]c2ccc(Br)cc2c1NC(=O)CN1CCCCC1CCO (stereo not given),0,10,0,-1,-2,101,20,106,0,-0.1,0
O=C(CSC(=S)N1CCCCC1)N1N=CCC1c1ccccc1 (stereo not given),-7,7,-8,-9,-1,100,16,101,-10,0.4,8
Cc1cc(-c2nnc(CCC(=O)N(C)Cc3ccsc3)o2)no1,0,12,-1,-1,2,102,15,101,-1,-0.6,-1
CC(=O)c1cc(C)ccc1OC(=O)c1cccnc1,0,7,-1,0,0,88,21,87,0,0.4,1
Cc1nc(C)c(-c2csc(NCCc3ccccc3)n2)s1,-6,12,-6,-4,-4,102,26,96,-2,0.8,35
Cc1cc(C(=O)N2CCN(c3cccc(Cl)c3)CC2)c(C)o1,0,11,-6,-12,2,94,45,95,-6,-0.1,7
CCOC(=O)c1[nH]c2cc3c(cc2c1NC(=O)CN1CCc2ccccc2C1)OCO3,2,10,2,-1,6,101,32,104,5,0.2,4
Cc1ccccc1Nc1nc(N)nc(CSc2nnc(C)n2C)n1,0,11,-2,0,-5,106,15,?,-4,-0.5,2
c1ccc(-n2nnnc2SCc2ccccn2)cc1,-4,13,-6,-11,0,99,13,102,-3,0.3,3
N#CC1CC(c2ccc([N+](=O)[O-])cc2)=NN1c1ccc([N+](=O)[O-])cc1 (stereo not given),4,24,3,9,6,97,10,96,-13,-0.8,-2
O=C(NCc1ccc(Cl)cc1Cl)C1CC(=O)N(Cc2ccccc2)C1 (stereo not given),0,9,-2,-4,2,100,19,?,-4,1.1,1
Cc1cc(C)nc(N2C(=O)CC(C(C)c3ccccc3)C2=O)n1 (stereo not given),-14,10,-12,-14,0,97,33,94,-5,0.8,2
COc1ccc(C(=O)Nc2cc(C(=O)NCCc3ccccc3)ccc2Cl)cc1,3,5,11,7,5,98,10,97,1,0.3,1
COCCNC(=O)c1nc2c(nnn2Cc2cc(C)ccc2C)c(=O)[nH]1,-7,22,-8,4,-5,90,16,97,-5,0.1,1
Cc1[nH]n(-c2ccccc2)c(=O)c1C1(C(F)(F)F)C(=O)N(c2ccccc2)C2=C1C(=O)CC(C)(C)C2 (stereo not given),0,5,-5,-11,2,94,15,98,-2,0.7,2
Cc1ccc(-c2noc(CN3CCN(C(c4ccccc4)c4ccccc4)CC3)n2)cc1,-3,9,-5,-1,-1,106,15,103,0,-0.3,-1
COc1ccc(C(=O)/C=C2\NCC3c4ccccc4CCN3C2=O)cc1 (stereo not given),-1,16,-2,0,0,109,8,104,1,1.1,5
CCOC(=O)c1c(-c2ccncc2)csc1N,0,12,-10,-5,1,108,48,114,-14,-0.8,6
CC1(C)Cc2c(C#N)c(SCC(=O)c3ccccc3)nc(N3CCOCC3)c2CS1,-4,49*,-9,-11,0,104,23,127,-10,4.7,11
Cc1cc(C)n(CCn2nc(C)cc2C)n1,-5,16,-5,-11,-1,101,29,98,-6,0.2,0
O=C(NCCO)c1ccc(Cl)c(Cl)c1,4,8,-6,-11,1,99,44,97,-3,0.1,0
Cc1cc(C)c2[nH]c(O)c(N=NC(=O)c3cc4c(s3)CCCC4)c2c1,-8,10,-10,-18,-6,101,11,99,-13,-0.1,0
COc1cnc(NS(=O)(=O)c2ccc(N)cc2)nc1,-2,7,1,1,-1,96,20,96,-3,0.1,0
Cc1ccccc1NC(=O)/C(C#N)=C\c1cccnc1,-6,13,-8,-15,0,98,37,97,-13,-0.2,17
CCNC(=S)NNC(=O)c1nn(C)c(C)c1Cl,-4,21,-2,-4,-4,101,9,103,-13,0.4,1
COc1ccc(C(=O)N2CCN(S(=O)(=O)c3ccccc3)CC2)c(OC)c1,1,7,-6,-9,0,99,33,98,-7,0.2,0
COc1cc(S(=O)(=O)N2CCCCC2)ccc1NC(=O)c1ccccc1Cl,-8,5,-7,-1,-6,101,14,102,-8,0.5,6
CCOC(=O)N1CCN(Cc2ccccn2)CC1,0,24,2,0,-1,95,17,97,-1,0.6,2
CCn1cc(CNC(=O)c2cc(-c3ccccc3OC)nc3ccccc23)c(C)n1,-11,34,-10,-22,-2,100,26,107,-9,2.9,49
COC(=O)c1ccccc1NC(=O)c1noc2c1CC(C(C)(C)C)CC2 (stereo not given),0,11,-2,-4,0,100,52,98,-1,0.5,12
CCOC(=O)c1c(C)n(C)c2ccc(OC)c(NC(=O)CN3CCC4(CC3)OCCO4)c12,-5,9,-2,-10,-1,99,40,106,-3,-0.1,4
COc1ccc(-c2cc(C(=O)O)c3sc(N4CCCCC4)nc3n2)cc1OC,-5,11,-4,4,-3,98,8,95,-3,-0.1,6
Cc1cc(C)n2ncc(C(=O)Nc3cccc(O)c3)c2n1,0,12,-5,-7,-3,103,22,103,0,0.6,3
O=C(Nc1ccc(-n2nncc2-c2ccco2)cc1)c1ccc(F)cc1,0,10,-2,0,0,96,17,102,-1,0.5,4
COc1ccc(C2NC(c3ccc(OC)cc3OC)C(C)C(=O)C2C)c(OC)c1 (stereo not given),-1,11,-2,-5,2,98,15,?,-2,3.7,7
C=C(C)COc1ccc(-c2[nH]ncc2Oc2ccccc2OCC)c(O)c1,0,8,18,8,0,92,10,95,22,0.3,3
CC1CCc2cc(F)ccc2N1C(=O)c1cc2nc(-c3ccco3)cc(C(F)(F)F)n2n1 (stereo not given),0,15,3,2,-3,102,21,100,-4,3.0,14
CN=C(Nc1ccc(C(=O)OC)s1)c1ccccc1,0,4,0,-5,-1,99,22,95,-5,-0.1,3
O=C(COC(=O)c1ccccc1Oc1ccccc1)NC1CC1,-1,9,1,1,0,103,16,103,-3,0.2,0
Cc1ccccc1NC(=O)CN1C(=O)S/C(=C\c2ccc(-c3cc(C(=O)O)ccc3C)o2)C1=O,1,8,0,0,1,102,21,?,-3,-1.1,-6
COc1cc(C2CC(=O)N3CN(Cc4ccccc4)CSC3=C2C#N)ccc1OCc1ccccc1 (stereo not given),-7,4,-4,8,0,96,25,98,-17,-0.3,-1
CCCOc1ccc(C(=O)Nc2cc(-c3nn4c(C)nnc4s3)ccc2C)cc1,0,4,2,4,4,99,11,91,5,0.3,1
COc1ccccc1CNC(=O)C1CCN(S(=O)(=O)c2ccc3c(c2)OCCCO3)CC1,-3,24,-4,-6,-1,102,10,102,-10,0.4,-1
COc1ccc(N(C(=O)COc2ccccc2)C2C=CS(=O)(=O)C2)c(OC)c1 (stereo not given),0,11,-12,-12,0,100,32,100,-14,0.7,4
COc1ccc(C(=O)NCC(=O)OCC(=O)N2CCC(C)CC2)cc1OC,-2,11,-2,-6,-2,100,13,?,-1,-0.3,1
CC1(c2ccccc2)NC(=O)N(CC(=O)Nc2cccc(C#N)c2)C1=O (stereo not given),-9,14,-4,-7,0,102,40,103,-6,0.6,3
O=C(c1ccco1)N1CCC(c2ccccc2)C1 (stereo not given),-12,16,-11,-19,-5,105,37,99,-10,0.3,49
S=C(Nc1ccc(Br)cc1)NC1CCCC1,-4,11,-3,-14,-4,100,13,99,-13,0.1,4
OCCCc1ccc(O)c(O)c1,-4,6,-2,-5,-5,103,20,99,-1,-0.8,-1
Cc1cccc(N2CCN(C(=O)c3ccccc3NC(=O)C3CCCCC3C(=O)O)CC2)c1 (stereo not given),-4,23,0,-6,-5,99,11,97,-9,0.9,33
O=C(N/N=C/c1ccc(O)c(O)c1)c1ccc(CSc2cccc3cccnc23)cc1,-1,29,-1,1,0,93,10,90,-3,-0.9,-3
CC(C)OC(=O)C(NC(=O)c1ccccc1)=C1CCCCC1,-1,14,-1,-3,3,99,67,101,0,-0.2,-1
CCOCCCNC(=O)CN(Cc1ccc(Cl)cc1)S(C)(=O)=O,-26,14,-6,-9,0,103,41,103,-7,0.3,1
COCCNC(=O)C(c1ccc(C)o1)N(C(=O)c1snc(C(N)=O)c1N)c1ccc(C)cc1 (stereo not given),-1,35,0,1,0,101,21,104,2,0.8,1
COc1ccc(S(=O)(=O)Nc2cc(Sc3ncn[nH]3)c(O)c3ccccc23)cc1,5,2,6,13,6,72,28,77,3,0.4,-1
CCc1ccc2nc(-c3cccc(C)c3)nc(SCC(=O)NCC3CCCO3)c2c1 (stereo not given),-4,33,0,0,0,103,14,103,0,0.8,2

Printed as active in Avidin fluor (from the list above):
Structure | Bcl-XL Bim block | Avidin fluor | Bim-Bcl-2 | Bfl-1 Bim block | Bim-Bcl-W | RGS4-Gao reg | GSH bead fluor | RGS7-Gao | Bim-Bcl-B
CC1(C)Cc2c(C#N)c(SCC(=O)c3ccccc3)nc(N3CCOCC3)c2CS1 | -4 | 49* | -9 | -11 | 0 | 104 | 23 | 127 | -10

(list continues)
mol,Bcl-XL Bim block,Avidin fluor,Bim-Bcl-2,Bfl-1 Bim block,Bim-Bcl-W,RGS4-Gao reg,GSH bead fluor,RGS7-Gao,Bim-Bcl-B,ABCB1 block,ABCG2 inh
O=C(c1ccco1)N1CCN(S(=O)(=O)c2ccc(F)cc2)CC1,-3,15,-5,-11,-2,102,39,102,-6,0.8,-1
COc1ccccc1OCCNC1CCCC1,-4,12,-5,-13,0,95,62,95,-4,0.1,2
COc1cc(OC)c(NC(=O)CCNC(=O)Cn2ccc3ccccc3c2=O)cc1Cl,0,20,-4,0,-1,104,20,104,2,0.1,0
Cc1cc2ccccc2c(=O)n1CC(=O)N(C)c1ccc(F)cc1,0,9,0,-2,0,101,33,99,0,0.3,1

Compound activity: PubChem BioAssay, NMMLSC
